# High-throughput results: PubChem BioAssay, several laboratories
# BoNT A protease = inhibitors of Botulinum neurotoxin A light chain protease; multiplex microsphere protease substrate cleavage, flow cytometry; inhibition, % at 10 µM; 360,000 compounds, 0.17% hits; AID 588499; further: plate controls were buffer without enzyme for full effect and enzyme alone for no effect
# BoNT-F LC inh = BoNT F light chain protease inhibition; inhibition, % at 10 µM; 360,000 compounds, 0.22% hits; AID 588497; Multiplex microsphere protease cleavage assay, flow cytometry; in the data active means inhibition above about 35%, passing the limit was not always enough; inconclusive means no clear call, values can overlap the other calls; further: plate controls were buffer without enzyme for full effect and enzyme alone for no effect
# PfHsp40 yeast = rescue of PfHsp40-mediated yeast toxicity; S. cerevisiae expressing PfHsp40, growth rescue, ATP luminescence; AID 504582; 340,000 compounds, 0.68% hits; growth rescue, % at 12.5 µM; in the data active means growth rescue above about 28%, passing the limit was not always enough; inconclusive means no clear call, values can overlap the other calls;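 further: yeast W303a lacking pdr1 and pdr3 grown in galactose medium; growth measured after three days at 30 °C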
# Anthrax LF inh2 = anthrax lethal factor protease inhibition; P15917; multiplex microsphere protease cleavage assay, LF; inhibition, % at 10 µM; 360,000 compounds, 0.12% hits; AID 588501; further: plate controls were buffer without enzyme for full effect and enzyme alone for no effect
# Target sequence (P15917 whole entry, looked up): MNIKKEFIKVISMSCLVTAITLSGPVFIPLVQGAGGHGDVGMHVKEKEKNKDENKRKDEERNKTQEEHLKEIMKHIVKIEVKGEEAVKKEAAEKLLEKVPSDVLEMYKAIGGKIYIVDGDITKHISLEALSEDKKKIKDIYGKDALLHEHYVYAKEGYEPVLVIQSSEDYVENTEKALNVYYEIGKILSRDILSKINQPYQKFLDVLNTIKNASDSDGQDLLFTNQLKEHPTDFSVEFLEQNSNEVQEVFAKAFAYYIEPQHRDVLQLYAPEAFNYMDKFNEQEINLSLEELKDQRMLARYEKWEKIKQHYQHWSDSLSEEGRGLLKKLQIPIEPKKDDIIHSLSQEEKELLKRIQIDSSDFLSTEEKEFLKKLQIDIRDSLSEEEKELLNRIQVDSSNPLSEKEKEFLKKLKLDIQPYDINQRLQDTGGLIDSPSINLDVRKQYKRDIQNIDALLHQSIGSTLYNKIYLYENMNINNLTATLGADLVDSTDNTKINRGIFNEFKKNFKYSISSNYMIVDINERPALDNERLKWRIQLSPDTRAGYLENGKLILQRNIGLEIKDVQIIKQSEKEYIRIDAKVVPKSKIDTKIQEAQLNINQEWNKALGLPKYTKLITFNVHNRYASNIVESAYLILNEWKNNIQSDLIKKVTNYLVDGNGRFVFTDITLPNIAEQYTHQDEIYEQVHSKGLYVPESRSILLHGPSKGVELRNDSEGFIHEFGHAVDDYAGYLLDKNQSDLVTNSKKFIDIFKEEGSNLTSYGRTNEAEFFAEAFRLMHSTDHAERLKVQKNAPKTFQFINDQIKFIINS
# Y pestis TopoI = blocks Yersinia pestis topoisomerase I activity; 360,000 compounds, 0.064% hits; Y. pestis Topo-I cleavage product accumulation, plate reader; activity, % at 10 µM; AID 504884; in the data active means activity above about 50%, passing the limit was not always enough; inconclusive means no clear call, values can overlap the other calls; further: inactives centre near 2
# PrPC surface inh = cell surface PrPC inhibition, primary TR-FRET screen; inhibition, % at 13.8 µM; P04156; AID 720596; TR-FRET read-out; 370,000 compounds, 0.43% hits; in the data active means inhibition above about 24%; further: 0% = median of the test wells and 100% = reference compound wells
# CCHF vOTU inh = CCHFV vOTU protease inhibition. inhibition, % at 11.5 µM. 370,000 compounds, 0.55% hits. AID 651958. Pep-AMC fluorescence; in the data active means inhibition above about 30%; further: 0% = vehicle wells with enzyme and 100% = no enzyme wells
# TcdB GH inh = inhibitors of Clostridioides difficile toxin B glycohydrolase; AID 652162; 350,000 compounds, 0.24% hits; inhibition, % at 9.99 µM; TcdB glycohydrolase enzymatic assay, plate reader; P18177; in the data active means inhibition above about 10%
# FadD28 binding = M. tuberculosis FadD28 bisubstrate binding inhibition; FadD28 bisubstrate probe binding, fluorescence polarization; inhibition, % at 12.5 µM; 360,000 compounds, 0.22% hits; in the data active means inhibition above about 8.5%, passing the limit was not always enough; inconclusive means no clear call, values can overlap the other calls
# Numbers without * were called inactive; ? = inconclusive; nt = no result given. Unless noted, no stated cut-off is given here; in the data, active means inhibition above about 30%; inconclusive means no clear call, values can overlap the other calls; inactive means below that. Rows were taken by chance; about 2.3% have a hit in one of these screens.
SMILES,BoNT A protease,BoNT-F LC inh,PfHsp40 yeast,Anthrax LF inh2,Y pestis TopoI,PrPC surface inh,CCHF vOTU inh,TcdB GH inh,FadD28 binding
Cc1cc(/C=C2\NC(=S)N(C)C2=O)ccc1N1CCCC1,4.7,9,0.7,5,-23,4,9,-5.4,-2.0
COc1ccc(C/C(N)=N/OC(=O)C(c2ccccc2)c2ccccc2)cc1OC,1.3,8,-0.4,-2,25,4,-1,nt,-1.0
Cn1cccc1/C=N/N1CCN(c2ccccn2)CC1,-0.2,-2,3.6,-2,2,-6,10,-27,-2.8
COc1cc(-c2c(-c3cccc(C)c3)oc3ccccc23)cc(OC)c1OC,0.0,0,-0.3,2,10,1,7,0.9,-0.9
O=C(CC[C@H]1O[C@@H](n2cnc3c(NC(=O)c4ccccc4)ncnc32)[C@H](O)[C@@H]1O)NCc1nc2ccccc2[nH]1,-0.5,-2,nt,-5,nt,8,2,1.1,-2.9
CCN1CCC2(CC1)C(C#N)=C(N)Oc1c2sc2nc(C)cc(C)c12,1.3,2,-0.5,3,-5,1,2,nt,-4.0
CCOC(=O)c1cnc(C(C)(C)C)[nH]c1=O,-0.6,5,-0.6,-2,4,-3,7,nt,0.6
CCN1/C(=C/c2ccc3cc(C)ccc3[n+]2C)Sc2ccc3sccc3c21,4.2,-136,153*,-55,-6,15,7,0.1,-0.1
COc1ccc(OC)c(S(=O)(=O)N2CCN(C(=O)c3cc(C4CC4)nn3-c3ccccc3)CC2)c1,0.3,7,1.2,0,30,2,-6,1.2,-1.3
CC(C)N(C(=O)CSc1nc2c([nH]1)c(=O)n(C)c(=O)n2C)c1ccccc1,-0.1,-3,-0.3,1,-6,0,-1,1.4,-1.6
CCOC(=O)c1c(S(=O)(=O)NCC(=O)NCc2cccc(C)c2)c(C)n(C)c1C,-5.6,-10,0.2,0,8,-7,13,0.8,1.3
C=CCN(c1ccccc1)S(=O)(=O)c1cccc(C(=O)N2CCCC2)c1,-4.5,0,-0.7,-4,10,2,2,2.7,1.3
CC(C)C[C@H]1CNC(=S)N1CC1CCCN1C[C@H](Cc1ccccc1)N1C[C@H](Cc2ccccc2)N(CC2CCCCC2)C1=S (some centres not stated),-1.1,-6,nt,1,nt,0,6,0.6,-3.7
Cc1c(Cl)cccc1NC(=O)COC(=O)Cc1ccsc1,-4.9,-6,-0.4,-7,7,-1,3,1.4,nt
CC1(C(=O)NS(=O)(=O)c2cccc(OC(F)F)c2)CCN1C(=O)c1ccccc1 (configuration not stated),0.0,0,nt,2,-5,4,1,-0.1,-3.7
O=C(NNc1cccc(Cl)n1)c1cccnc1Cl,0.2,0,0.4,1,-1,1,10,-2.5,-3.0
CN(CCOc1ccccc1)CC(=O)Nc1ccc([N+](=O)[O-])cc1Cl,-0.2,-7,1.6,-5,21,5,-1,0.2,0.4
Clc1ccc(-c2nc3c4ccccc4ccn3c2Cc2cccc(Cl)c2)cc1,0.4,-5,nt,-7,nt,-2,6,-1.0,nt
O=C(NCCNC(=O)C1CC2CCC1C2)C1CC2CCC1C2 (configuration not stated),0.3,8,-1.1,-1,3,0,-3,nt,1.1
Cc1ccc(CNC(=O)CSc2ccc(-c3ccccn3)nn2)cc1,0.3,-15,219*,1,5,-2,5,0.9,-1.1
Cn1c[n+](C)cc1/C=N/O,-0.1,-8,0.2,1,7,-3,4,nt,-0.5
O=C(NC1CCCC1)C1c2ccccc2OCC(=O)N1Cc1ccccc1 (configuration not stated),0.4,7,nt,10,nt,-9,-12,3.8,nt
COc1cc(C(=O)Nc2ccc(S(=O)(=O)N3CCCCC3)cc2)ccc1OCC(=O)N1CCOCC1,0.0,-7,0.1,0,12,0,4,1.5,-4.9
FC(F)(F)c1cccc(Cc2noc(CN3CCC(c4ccncc4)CC3)n2)c1,-1.2,-6,-1.1,3,13,18,15,2.2,-0.9
Cc1ccc2c(CN3CC=C(c4ccccc4)CC3)cc(=O)oc2c1C,3.6,8,1.3,5,0,-13,14,1.0,-3.3
CCCC1(c2ccccc2)NC(=O)N(C/C=C/Cl)C1=O (configuration not stated),0.5,5,-1.1,0,2,9,2,0.8,-4.1
CC[C@@]1(C(=O)OC)N[C@H](CN(C)C(=O)Nc2ccccc2)[C@@H]2C(=O)N(C)C(=O)[C@@H]21,-0.1,-4,1.0,-2,-4,5,-2,0.4,-1.5
N#Cc1nc(COc2cccc(Cl)c2)oc1NCc1ccncc1,-0.2,-1,4.4,0,0,11,11,nt,-1.6
COC(=O)CC1C(=O)NCCN1C(=O)c1ccc(S(=O)(=O)N2CCOCC2)cc1 (configuration not stated),-0.4,-5,-0.4,-4,0,0,-9,-2.3,14*
Cc1ccc(NC(=O)c2ccc(S(=O)(=O)N3CCCC3)cc2)cc1,1.0,13,0.0,5,-7,4,2,nt,0.2
CCOc1ccc(C(=O)NC(=S)Nc2ccc(N3CCC(C)CC3)cc2)cc1[N+](=O)[O-],-6.9,39*,-0.8,-11,1,0,3,nt,-2.7
c1ccc(-n2cc(CN3CCCC3)c(-c3ccc4c(c3)OCO4)n2)cc1,-0.1,4,-2.1,-5,3,-4,-1,3.1,-5.3
Cc1cc(C)c(C#N)c(SCc2nc3ccccc3[nH]2)n1,-1.9,4,3.2,3,-11,-15,-7,nt,-6.8
CCC1Oc2ccccc2N(CC(=O)NC2CCCCC2)C1=O (configuration not stated),-0.9,-5,0.1,-1,0,3,8,1.5,1.7
CCCNC(=O)NC(=O)COC(=O)/C=C/c1cc(Br)ccc1F,-0.1,0,0.1,-2,2,2,7,-0.9,-1.5
CCCCCC(=O)N1CC2(CC(c3cccc(NC(=O)CC(c4ccccc4)c4ccccc4)c3)=NO2)C[C@@H]1C(N)=O (some centres not stated),-0.3,-6,2.8,-3,4,-5,7,-0.1,-4.4
Cc1cc(-c2nnc(CCC(=O)NC(C)c3cccc4ccccc34)o2)no1 (configuration not stated),-0.4,4,0.2,-3,2,1,11,1.5,-1.2
NCc1csc(Nc2nncc3ccccc23)n1,1.1,1,nt,5,-6,2,-4,1.7,-5.8
CCOc1ccc(Nc2oc(-c3ccco3)nc2C#N)cc1,0.4,0,0.8,0,0,-7,-2,nt,1.3
C(=N\N=C\c1cccnc1)/c1cccnc1,0.0,-11,0.7,-4,0,nt,nt,nt,-4.4

# 5 of the compounds above, bar-delimited.
compound | BoNT A protease | BoNT-F LC inh | PfHsp40 yeast | Anthrax LF inh2 | Y pestis TopoI | PrPC surface inh | CCHF vOTU inh | TcdB GH inh | FadD28 binding
CCCCCC(=O)N1CC2(CC(c3cccc(NC(=O)CC(c4ccccc4)c4ccccc4)c3)=NO2)C[C@@H]1C(N)=O (some centres not stated) | -0.3 | -6 | 2.8 | -3 | 4 | -5 | 7 | -0.1 | -4.4
Cc1cc(-c2nnc(CCC(=O)NC(C)c3cccc4ccccc34)o2)no1 (configuration not stated) | -0.4 | 4 | 0.2 | -3 | 2 | 1 | 11 | 1.5 | -1.2
NCc1csc(Nc2nncc3ccccc23)n1 | 1.1 | 1 | nt | 5 | -6 | 2 | -4 | 1.7 | -5.8
CCOc1ccc(Nc2oc(-c3ccco3)nc2C#N)cc1 | 0.4 | 0 | 0.8 | 0 | 0 | -7 | -2 | nt | 1.3
C(=N\N=C\c1cccnc1)/c1cccnc1 | 0.0 | -11 | 0.7 | -4 | 0 | nt | nt | nt | -4.4

# Next part.
SMILES,BoNT A protease,BoNT-F LC inh,PfHsp40 yeast,Anthrax LF inh2,Y pestis TopoI,PrPC surface inh,CCHF vOTU inh,TcdB GH inh,FadD28 binding
O=c1c2ccccc2c(-c2n[nH]c(=S)o2)nn1Cc1ccccc1,0.7,8,4.8,4,-2,8,-2,-1.0,0.9
Cc1ccc(NC(=S)NCc2ccc3[nH]c4c(c3c2)CCCC4)cc1,0.2,2,0.8,-7,1,-2,-3,1.3,-2.7
COc1ccccc1C(=O)NCCC(=O)NC1CCCCC1C (configuration not stated),nt,nt,-0.2,nt,15,-2,-1,1.9,0.0
CCOc1ccc2nc(NC(=O)C3CCCO3)sc2c1 (configuration not stated),-0.9,-1,0.7,-6,-1,3,-15,0.5,0.3
O=C(NCc1cccs1)c1cccn2c(=O)c3sccc3nc12,-0.2,-9,0.4,3,0,1,-3,0.5,-3.2
CCCNC(=O)Cn1c(=O)/c(=C/c2ccc(-c3ccc([N+](=O)[O-])cc3)o2)s/c1=C\C(=O)C(C)(C)C,32*,22,-1.0,33*,-10,9,11,-9.9,2.5
O=C(COC(=O)c1cc(Br)ccc1Cl)NC1CC1,-1.4,-8,-1.1,1,-1,-7,0,-0.1,-1.2
CC(C)Oc1ccc(C(=O)OC(C)C(=O)Nc2nc(-c3cccc([N+](=O)[O-])c3)cs2)cc1 (configuration not stated),-0.2,-2,0.6,-4,-9,-3,-3,0.3,-3.6
CCC(C)C(NC(=O)C(N)CC(C)C)C(=O)NC(CCC(=O)OCc1ccccc1)C(N)=O (configuration not stated),-1.2,-11,-1.1,-2,-2,3,9,nt,-0.8
CCc1nnc(SCc2ccc(OC)c(Br)c2)n1N,0.0,-3,-0.8,0,-6,-3,5,nt,-0.4
Cc1ccc(NC(=O)COc2ccccc2C(=O)NCc2ccccc2)cc1,-0.2,3,0.0,-1,11,4,13,-0.1,-2.7
C=CCNC(=O)NC(=O)COC(=O)c1ccccc1Sc1ccc(C(F)(F)F)cc1[N+](=O)[O-],-0.5,-11,-1.1,-4,-3,-5,-5,-0.8,1.6
Cc1ccc(S(=O)(=O)NCc2cccc([N+](=O)[O-])c2)cc1,-0.5,-4,nt,-5,0,-8,1,3.4,-2.4
COc1cc(/C=C/C(=O)N(C)c2ccccc2C(=O)O)cc(OC)c1OC,-0.4,4,0.9,-1,7,-3,2,nt,-5.2
COc1ccc(OC)c(C(c2nnnn2Cc2ccccc2)N2CCC(C(N)=O)CC2)c1 (configuration not stated),-0.4,2,-1.9,1,-1,-3,-2,nt,-1.3
Cc1ccc(NCC(=O)N2CCN(S(=O)(=O)c3ccccc3)CC2)cc1F,-1.1,8,-0.5,6,15,4,-3,3.7,-0.5
S=c1nc(-c2ccco2)[nH][nH]1,-0.2,4,-1.3,3,-9,-1,-3,nt,?
O=C(Cn1cnc2c(NCc3ccccc3)ncnc21)NCCCc1ccccc1,-0.1,1,8.8,-6,6,-4,15,0.0,-4.2
Cc1ccc2c(c1)N(CC(=O)NCC1CCCO1)C(=O)C(C(C)C)O2 (configuration not stated),0.5,27,0.9,0,-1,0,4,0.9,-4.4
COc1cc(CC(C#N)(CO)c2nc3ccccc3[nH]2)ccc1OC(F)F (configuration not stated),-0.6,-6,0.2,-1,-1,3,-7,0.4,-9.3
COc1ccc(N2CCN(CCCNS(=O)(=O)c3ccc4c(c3)oc(=O)n4C)CC2)cc1,-2.2,-22,-0.3,-17,9,-3,5,-1.0,-0.8
Cc1ccccc1CN1CCNC(=O)C1CC(=O)NCCN1CCCCC1=O (configuration not stated),0.0,9,-1.7,-2,-5,0,5,1.1,-2.4
Nc1ccc2c(c1)C(=O)c1ccccc1C2=O,nt,nt,-0.6,nt,0,-46,5,1.2,2.1
O=C(CN1C(=O)CSC1=O)Nc1ccc(C(=O)O)cc1,0.1,-2,-1.4,-2,-4,-7,6,nt,-2.5
COc1ccc(Cl)cc1NC(=O)c1cc(-c2ccccc2)on1,-1.7,?,6.3,-12,-1,4,4,-0.1,-0.1
COc1cc2c(cc1OC)CN(C(=O)C(C)(C)C)CC2,0.8,3,2.2,2,0,2,7,1.2,-4.5
Cc1cccc(NC(=O)CCC(=O)N/N=C/c2ccc(O)cc2O)c1,0.2,30,-1.2,0,-13,14,7,-7.2,1.7
CC(C)C[C@@H](CNCC(=O)[C@H](CC(C)C)NC(=O)c1[nH]cnc1C(=O)N[C@H](CN)CC(C)C)NC(=O)c1nc[nH]c1C(=O)N[C@@H](Cc1ccccc1)C(=O)O,-0.5,-7,-1.8,-2,48,2,20,0.5,-2.7
NC(=O)c1ccsc1NC(=O)COC(=O)c1ccccn1,-0.3,-7,1.1,0,9,-3,-7,1.6,-2.1
COC(=O)C(C)N(C#N)c1nc(C)cc(C)n1 (configuration not stated),-2.1,-21,0.2,-3,-11,-2,-8,nt,-1.4
CC(=O)NC(CCS(C)(=O)=O)C(=O)Nc1ccc(Oc2ccccc2)cc1 (configuration not stated),-0.6,-7,-0.1,4,-4,1,2,-8.7,-1.5
